Bioassay records: PubChem BioAssay, National Center for Advancing Translational Sciences (NCATS)
FUS suppressor – rescues growth of FUS-expressing yeast; S. cerevisiae FUS-expressing, growth rescue, OD600, 24 h; Potency, µM (titrated, usually from 76.6 µM), for the others: top-dose growth rescue (activation), hits mostly activators; actives 0.24% (n = 390,000);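 also: potency is read from the fitted curve at half-maximal effect; plate controls were DMSO vehicle for no effect and reference control for full effect; nearly all actives have a fitted effect of over 55% in size; some results filed as inactive show a strong effect at the top dose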
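FUS-expressing yeast, raffinose-pregrown, induced in 2% galactose minimal medium at OD 0.005; compounds in a dilution series, 24hr at 30C. Growth restoration read as absorbance at 600 nm. CP55940 positive control, DMSO negative.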
EPAC1 ag – activates human EPAC1 exchange factor | O95398 | EPAC1 agonist qHTS, biochemical assay; response scale: 100% = response to 6.5 mM cAMP | Potency, µM (highest dose often 154 µM), inactives show at the highest dose activation, most hits filed as activators | actives 0.073% (n = 360,000) | AID 720707; also: potency is read from the fitted curve at half-maximal effect; nearly all actives have a fitted effect of over 60% in size
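Fluorescent GDP-exchange assay: 100 nM EPAC1 with 250 nM Rap1B preloaded with BODIPY-GDP and 50 uM GDP; compounds tested as concentration series, 5 min at room temperature, then read every 5 min for 30 min (ex 480/em 540 nm); normalized to 6.5 mM cAMP.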
PI5P4K alpha inh – inhibitors of human PI5P4K alpha; PI5P4Kalpha enzyme, ADP-Glo luminescence, 60 min; stronger effect = lower value; max response, %; actives 1.2% (n = 330,000); active = max response of -50% or lower; inconclusive = between -30% and -50%; inactive = -30% or higher; also: value at the top dose of about 77 µM; % is scaled to controls: 0 for no effect and ±100 for the full control effect
Target sequence (P48426 whole entry, looked up): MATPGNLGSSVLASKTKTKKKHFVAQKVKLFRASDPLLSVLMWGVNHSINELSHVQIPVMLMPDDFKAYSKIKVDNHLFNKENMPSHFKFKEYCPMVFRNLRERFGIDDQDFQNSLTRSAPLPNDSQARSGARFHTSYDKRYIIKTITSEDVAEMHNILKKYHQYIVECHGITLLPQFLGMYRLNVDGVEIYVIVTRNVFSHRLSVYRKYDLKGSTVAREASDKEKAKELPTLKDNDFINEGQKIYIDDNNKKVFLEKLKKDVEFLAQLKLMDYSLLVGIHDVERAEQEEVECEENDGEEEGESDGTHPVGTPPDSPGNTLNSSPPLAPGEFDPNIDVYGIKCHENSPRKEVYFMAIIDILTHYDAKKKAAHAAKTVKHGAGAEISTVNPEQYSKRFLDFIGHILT
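Enzyme plus substrate dispensed, test compounds pinned in, then ATP (5 microM final) added. After 60 min at RT, ADP-Glo reagent 1 for 45 min and reagent 2 for 30 min preceded luminescence imaging.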
WRN inhibitor – WRN helicase (human) inhibition; WRN helicase unwinding, fluorescent forked duplex, kinetic; AID 651768; actives 0.46% (n = 360,000); Potency, µM (titrated, usually from 114 µM), for the others: top-dose activity change, negative = inhibition, hits mostly inhibitors; Q14191; also: potency is read from the fitted curve at half-maximal effect; % is scaled to controls: 0 for no effect and ±100 for the full control effect; nearly all actives have a fitted effect of over 55% in size
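Kinetic fluorescence helicase assay: unwinding of a quenched forked DNA duplex (100 nM final) with 2 mM ATP final raises red fluorescence (525/598 nm). Compounds sat 15 min at room temperature with 20 nM WRN beforehand.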
IL2 activator – activators of IL-2; actives 0.065% (n = 360,000); IL-2 activation reporter assay, cell-based qHTS; stimulated with anti-CD3/CD4/CD28 beads; in transgenic mouse T cells; AID 652025; activation, % (series mostly up to about 46 µM); in the data active = activation above about 50%; inconclusive = mostly about 30% to 49%; also: 0% is about no effect
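Unstimulated transgenic mouse T cells; 60-min compound exposure; bead-based TCR/CD4/CD28 stimulation; 18 h culture, 37 degrees C; dual fluorescence (EGFP, DsRed) plate cytometry.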
PLK1 PBD inh – PLK1 (human) polo-box domain binding inhibition. P53350. Plk1 PBD binding of FITC phosphopeptide, fluorescence polarization. Potency, µM, without a hit: max response, negative = inhibition, hits mostly inhibitors. actives 2.8% (n = 360,000). AID 720504; also: potency is read from the fitted curve at half-maximal effect; series mostly up to about 57 µM; % is scaled to controls: 0 for no effect and ±100 for the full control effect; nearly all actives have a fitted effect of over 65% in size
Target sequence (P53350 whole entry, looked up, the tested form may be a part): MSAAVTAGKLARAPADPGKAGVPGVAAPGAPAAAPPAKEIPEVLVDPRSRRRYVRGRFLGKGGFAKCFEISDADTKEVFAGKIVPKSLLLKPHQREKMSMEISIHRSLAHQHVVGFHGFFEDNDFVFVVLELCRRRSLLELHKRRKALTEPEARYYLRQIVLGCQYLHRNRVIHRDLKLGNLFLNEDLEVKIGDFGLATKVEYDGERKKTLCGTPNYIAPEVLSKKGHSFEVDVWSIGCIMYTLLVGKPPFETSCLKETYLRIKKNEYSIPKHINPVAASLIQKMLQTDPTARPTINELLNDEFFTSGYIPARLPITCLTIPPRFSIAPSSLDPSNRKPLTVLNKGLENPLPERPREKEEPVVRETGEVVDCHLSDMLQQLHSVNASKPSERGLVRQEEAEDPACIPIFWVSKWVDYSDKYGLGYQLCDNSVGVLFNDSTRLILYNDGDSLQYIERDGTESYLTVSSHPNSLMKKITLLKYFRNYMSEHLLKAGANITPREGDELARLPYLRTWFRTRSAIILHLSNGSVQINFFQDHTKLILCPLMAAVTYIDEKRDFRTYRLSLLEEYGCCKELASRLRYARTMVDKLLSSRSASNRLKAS
EPAC1 antagonist – blocks human EPAC1 exchange factor; Potency, µM (titrated, usually from 115 µM), for the others: at the highest dose activity change, negative = inhibition, hits mostly inhibitors; AID 720709; EPAC1 GEF assay, Rap1b-BODIPY-GDP exchange fluorescence; actives 0.14% (n = 360,000); O95398;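 also: potency is read from the fitted curve at half-maximal effect; plate controls were vehicle for no effect and positive control for full effect; nearly all actives have a fitted effect of over 50% in size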
Abeta rescue – compounds reversing amyloid beta toxicity in yeast. actives 0.063% (n = 410,000). Potency, µM (titrated, usually from 46.1 µM), without a hit: at the highest dose growth rescue, most hits filed as activators. yeast expressing A-beta42, growth rescue, OD600, 48 h; response scale: 0% DMSO, 100% iron-clioquinol control; also: potency is read from the fitted curve at half-maximal effect; nearly all actives have a fitted effect of over 55% in size
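Growth rescue measured by 600 nm absorbance after 48 h yeast culture at 30 C with compound. Values normalized between DMSO and an equimolar ferric chloride plus clioquinol control.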
aSyn rescue – alpha-synuclein toxicity inhibition in yeast; Yeast expressing alpha-synuclein, growth rescue, BacTiter-Glo, 24 h; AID 652106; actives 0.14% (n = 370,000); Potency, µM (titrated, usually from 46.1 µM), without a hit: top-dose growth rescue (activation), usual class: activators; also: potency is read from the fitted curve at half-maximal effect; % of control where 0% means no effect; nearly all actives have a fitted effect of over 65% in size
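Galactose-induced alpha-syn yeast (OD600=0.02, raffinose-pregrown) + pinned cpd, 24 hr, 30 deg C; growth by BacTiter-Glo luminescence. Growth restoration scores as activation.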
Starred values were filed as active, the others as inactive; ? = inconclusive; . = no result given; [ ] = another dose, or the depositor's remark. Unless noted, calls follow the shape of the dose curve; as a rule, active = well fitted curve in the direction sought with a large enough effect; inconclusive = small, poorly fitted or top-dose-only effect, or another doubt; inactive = no such curve, though single readings can be large; an effect the other way counts as inactive or inconclusive.

compound	FUS suppressor	EPAC1 ag	PI5P4K alpha inh	WRN inhibitor	IL2 activator	PLK1 PBD inh	EPAC1 antagonist	Abeta rescue	aSyn rescue
CC(C)(C)OC(=O)N[C@@H](Cc1ccccc1)C(=O)NCC1CCC(C(=O)N[C@@H](CC(=O)O)C(=O)O)CC1 (stereo partly specified)	-13%	5%	-3	5%	-1.5	-10%	-24%	1%	-3%
COc1ccc(CCNC(=O)CCS(=O)(=O)c2ccc(Br)cc2)cc1OC	-15%	-18%	1	3%	-0.6	8%	-6%	-1%	0%
Cc1ccc(NC(=O)CCN2C(=O)CSC2=O)cc1	6%	5%	-5	4%	1.0	-9%	15%	4%	-4%
Cc1cccc(Nc2ncccc2C(=O)O)c1C	-37%	-13%	-14	0%	2.7	-1%	0%	-29%	-3%
CCc1c(C)sc(NC(=O)c2ccc(Br)o2)c1C(=O)OC	10%	4%	1	-8%	-3.1	-8%	1%	4%	-16%
Cn1c(SCc2cccc(F)c2)nnc1-c1cnccn1	-14%	-7%	4	-22%	-0.7	4%	8%	10%	1%
Cc1ccc(-c2csc(NC(=O)c3ccccc3Cl)c2C(=O)O)cc1	3%	7%	-55*	-17%	0.0	-25%	2%	-15%	10%
Cc1ccc(S(=O)(=O)N(C)C[C@@H]2Oc3c(NC(=O)C4CC4)cccc3C(=O)N([C@@H](C)CO)C[C@@H]2C)cc1	21%	-9%	-5	4%	-0.1	-11%	11%	3%	8%

Following part
compound	FUS suppressor	EPAC1 ag	PI5P4K alpha inh	WRN inhibitor	IL2 activator	PLK1 PBD inh	EPAC1 antagonist	Abeta rescue	aSyn rescue
Cc1nn(-c2ccccc2)c(C)c1C(=O)OCC(=O)Nc1ccccc1C(F)(F)F	-11%	-3%	7	-2%	-0.4	-11%	9%	19%	0%
FC(F)(F)c1cnc2c(c1)Nc1ccccc1S2	9%	3%	0	-4%	0.9	-8%	9%	-13%	-7%
Cc1ccc(S(=O)(=O)NC(=O)C2(C)CCN2C(=O)c2cccc(F)c2)cc1 (stereo unspecified)	-1%	12%	-1	1%	1.8	1%	-16%	4%	2%
Cc1ccsc1C(=O)C1CCCN(Cc2cn(C)nc2-c2ccccc2)C1 (stereo unspecified)	21%	-4%	6	-11%	-2.4	-11%	-8%	-5%	-2%
CCOc1ccccc1Nc1nnc(SCc2ccc(C(=O)OC)o2)s1	15%	15%	.	-7%	-0.3	-8%	7%	-27%	0%
CCOc1ccccc1NC(=O)CCSc1nc2n[nH]c(C)c2c(=N)n1-c1ccccc1Cl	?	8%	.	-2%	-4.3	-14%	-3%	9%	8%
CCC(C)N(C(=O)CSc1nnc(-c2cccs2)n1C1CC1)C1CCS(=O)(=O)C1 (stereo unspecified)	22%	-8%	2	-11%	0.5	-10%	-2%	4%	-8%
O=C(COc1ccccc1C(=O)O)Nc1cccc2ccccc12	8%	9%	4	-1%	1.3	-8%	8%	7%	10%

Remaining list, next part:
compound	FUS suppressor	EPAC1 ag	PI5P4K alpha inh	WRN inhibitor	IL2 activator	PLK1 PBD inh	EPAC1 antagonist	Abeta rescue	aSyn rescue
CC(CNC(=O)COc1ccc2c(c1)OCO2)c1ccccc1 (stereo unspecified)	-5%	4%	3	0%	1.8	-2%	15%	7%	0%
COc1ccc(OCC(=O)Nc2ccc(N3CCOCC3)cc2)cc1	?	2%	.	-5%	-1.6	-13%	4%	9%	-1%
CCOC(=O)c1[nH]c(C)c(C(=O)Nc2ccc3c(c2)CCC3)c1C	8%	3%	1	-2%	-0.5	-2%	4%	-6%	-9%
Cc1cc(OC(C)C(=O)N(Cc2cccs2)C2CCS(=O)(=O)C2)ccc1Cl (stereo unspecified)	27%	-7%	5	0%	-0.6	4%	-7%	24%	3%
Cc1ccc(C)c(CSc2nnc(-c3cccnc3)o2)c1	25%	15%	.	2%	-1.9	-11%	4%	8%	-1%
Cc1nn(C)cc1/C=N/n1nnnc1N	-23%	2%	1	3%	2.1	2%	1%	6%	0%
COCCNC(=O)c1cc2c(c(-c3cccc(C#CC(C)(C)O)c3)n1)[C@@H](CCO)N(S(=O)C(C)(C)C)C2 (stereo partly specified)	1%	-10%	-11	-3%	0.2	?	-3%	-13%	-1%
O=S(=O)(Nc1cccc2cccnc12)c1ccc(S(=O)(=O)N2CCCC2)cc1	17%	14%	.	-19%	-1.6	0%	-9%	?	?

Next records follow.
compound	FUS suppressor	EPAC1 ag	PI5P4K alpha inh	WRN inhibitor	IL2 activator	PLK1 PBD inh	EPAC1 antagonist	Abeta rescue	aSyn rescue
CC(=O)C1=CCC(c2ccccc2)N(S(=O)(=O)c2ccc(Cl)cc2)C1 (stereo unspecified)	?	9%	7	0%	-0.8	-8%	-7%	-7%	?
Cc1ccc2nc(N3CCN(C(=O)CCC(=O)O)CC3)nc(-c3ccccc3)c2c1	-6%	6%	-1	-2%	1.1	-19%	-3%	-6%	0%
CCn1cc(CN2CCN(Cc3ccccc3)C(CCO)C2)c2ccccc21 (stereo unspecified)	3%	-5%	1	-2%	-2.9	2%	9%	9%	6%
Cc1c(C(=O)N2CCN(CCc3ccccn3)CC2)oc2ccc(Cl)cc12	4%	6%	6	-1%	-2.7	-12%	-12%	-6%	1%
Cc1ccc(S(=O)(=O)Nc2cccc(CP(=O)(c3ccccc3)c3ccccc3)c2)cc1	35%	5%	-1	-5%	0.8	-1%	-31%	5%	-9%
Cc1cc(NC(=O)CC2(CC(=O)O)CCCC2)n(C)n1	4%	3%	3	2%	0.0	-12%	-2%	-17%	0%
CC[C@@H](C)[C@H](CN[C@H](CNC)C(C)C)NC[C@@H](C)c1ccc(CC(C)C)cc1	10%	-12%	1	-5%	-4.5	-11%	-9%	-13%	-9%
CCSc1nnc(NC(=O)COc2ccc(Cl)cc2)s1	-4%	8%	8	1%	-0.1	0%	3%	10%	2%

More results follow.
compound	FUS suppressor	EPAC1 ag	PI5P4K alpha inh	WRN inhibitor	IL2 activator	PLK1 PBD inh	EPAC1 antagonist	Abeta rescue	aSyn rescue
O=C(COc1ccc(S(=O)(=O)N2CCCCC2)cc1)NCc1ccccn1	6%	-16%	-8	16%	-1.3	-13%	-2%	-9%	-2%
O=C(Cn1cnc2ccc(Cl)cc2c1=O)c1cccs1	32%	9%	-9	4%	-0.8	-8%	-17%	-19%	14%
COc1ccc(-c2noc(CSc3nc(-c4ccccc4)cc(=O)[nH]3)n2)cc1	?	-5%	.	-4%	2.9	-3%	5%	-9%	2%
COc1cccc(CN(C)CC(=O)NCc2ccccc2Cl)c1	-23%	2%	-4	8%	0.0	-4%	-11%	2%	7%
CCCn1c(=O)c2ccccc2n2c(SCC(=O)N3CCc4ccccc4C3)nnc12	.	-6%	3	7%	2.0	-15%	8%	10%	1%
COc1ccc(NC(=O)c2c[nH]c(=O)n(-c3ccc(C)c(C)c3)c2=O)c(OC)c1	-20%	3%	-8	-4%	0.2	0%	-5%	-3%	-4%
C=CCNC(=S)N1CCC(C(=O)c2ccc3c(c2)OCCO3)CC1	16%	-4%	2	-5%	-3.8	6%	-8%	20%	-7%
S=c1[nH]nc(CSCCOc2ccccc2)o1	2%	-9%	-7	9%	1.7	-14%	5%	9%	-3%

(cont.)
compound	FUS suppressor	EPAC1 ag	PI5P4K alpha inh	WRN inhibitor	IL2 activator	PLK1 PBD inh	EPAC1 antagonist	Abeta rescue	aSyn rescue
Cc1c(C(=O)NC(C)C2CC3CCC2C3)cccc1[N+](=O)[O-] (stereo unspecified)	-1%	4%	-1	-6%	0.3	6%	-6%	26%	6%
COc1ccc(C(CNC(=O)C(=O)Nc2ccc3c(c2)OCCO3)N2CCN(C)CC2)cc1 (stereo unspecified)	16%	4%	2	-26%	0.3	-5%	-2%	-9%	0%
CCc1nc(SCC(=O)NCCc2ccccc2)c2oc3ccccc3c2n1	-13%	3%	0	0%	0.0	0%	-12%	3%	1%
O=C(CN1C(=O)S/C(=C\C=C\c2ccccc2)C1=O)N1CCOCC1	1%	-1%	1	0%	-1.2	-2%	6%	-14%	7%
CCOC(=O)/C(C#N)=C/C=C1\C=Cc2ccccc2N1CC	-13%	-27%	-3	59%[activator]	-6.4	8%	-9%	-3%	-1%
Cn1c(SCc2nc(-c3cccs3)no2)nnc1C1CCCCC1	-4%	-7%	-8	7%	0.0	3%	2%	-11%	-8%
COc1ccc(CCNC(=O)C(C)SCC(=O)Nc2ccc(F)cc2)cc1 (stereo unspecified)	6%	-3%	-1	7%	-0.1	2%	4%	10%	7%
O=C(OCC(=O)N1CCCC1)c1c(Cl)ccc(Cl)c1Cl	-8%	7%	6	-28%	0.2	-7%	4%	-4%	-7%

An excerpt from above, showing only EPAC1 antagonist, Abeta rescue and IL2 activator:
SMILES,EPAC1 antagonist,Abeta rescue,IL2 activator
CCOC(=O)c1[nH]c(C)c(C(=O)Nc2ccc3c(c2)CCC3)c1C,4%,-6%,-0.5
Cc1cc(OC(C)C(=O)N(Cc2cccs2)C2CCS(=O)(=O)C2)ccc1Cl (stereo unspecified),-7%,24%,-0.6

(list continues)
compound	FUS suppressor	EPAC1 ag	PI5P4K alpha inh	WRN inhibitor	IL2 activator	PLK1 PBD inh	EPAC1 antagonist	Abeta rescue	aSyn rescue
Cc1nc2ccc(F)cc2cc1C(=O)NCC1CCCO1 (stereo unspecified)	.	4%	-12	6%	-3.0	-1%	1%	12%	0%
COc1ccc2c(c1)[C@H]1[C@H](CO2)[C@H](c2ccccc2)[C@@]2(C)C(=O)N[C@H](C)C(=O)N12	-17%	7%	7	0%	1.7	-17%	-13%	-4%	2%
O=C(O)Cn1cnc2sc3c(c2c1=O)CCCC3	20%	11%	-7	-9%	0.4	-11%	-16%	4%	0%
COc1cccc(C2N(c3ccc(Cl)cc3)C(=O)C3CCCN32)c1 (stereo unspecified)	-10%	-17%	0	-4%	-3.5	-1%	-2%	-7%	3%

Compounds as they come; about 4.1% have a hit in one of these screens.
